Screens from PubChem BioAssay.
COUP-TFII inh = inhibitors of human COUP-TFII (NR2F2). AID 686940. HEK293T NGFI-A luciferase reporter, luminescence. actives 0.7% (n = 370,000). inhibition, % at 8.6 µM. P24468;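 active means inhibition above a per-plate cutoff, mean inhibition of test wells between control levels plus 3 SD, cut at about 38% in these data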;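 further: cells cotransfected with COUP-TFII expression vector driving the NGFI-A reporter; 0% = median of COUP-TF2 test wells and 100% = reporter-only cells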
LRH-1 inv ag = inverse agonists of human LRH-1 (NR5A2) | AID 602396 | HEK293T StAR-luciferase reporter, LRH-1 transfected, 24 h | inhibition, % at 3.6 µM | actives 0.13% (n = 360,000);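 active means inhibition above the mean inhibition of all tested compounds plus 3 SD, cut at about 73% in these data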;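 further: 0% = DMSO wells and 100% = reporter-only cells lacking LRH-1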
CF NFkB inh = cystic fibrosis NF-kB activation inhibition. KKLEB NF-kB-GFP reporter, PAF-induced, GFP fluorescence overnight. inhibition, % at 5 µM. actives 0.86% (n = 360,000). AID 588850;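 active means at least 50% inhibition at 5 µM, scaled per plate between neutral and stimulator controls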;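 further: PAF is a Pseudomonas aeruginosa culture filtrate used as stimulus; plate controls were PAF-stimulated DMSO wells for no effect and unstimulated DMSO wells for full effect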
NCOA1 inh = inhibits human SRC1 coactivator; HEK293 GAL4-SRC1 luciferase reporter, luminescence; actives 0.12% (n = 360,000); inhibition, % at 3.6 µM;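 active means inhibition above the campaign mean plus 3 SD, with each screening campaign given its own cutoff, cut at about 60% in these data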;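 further: 0% = DMSO treated cells and 100% = gossypol at 36 µM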
C8 TRAIL sens = caspase-8 TRAIL sensitization | NB7+C8 cells + TRAIL, ATPlite viability luminescence | inhibition (viability loss, TRAIL sensitization), % at 10 µM | actives 1% (n = 360,000) | AID 624354;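 active means compounds causing at least 50% loss of cell viability in the single-dose screen, relative to plate controls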
KKLEB cytotox = CF airway cell cytotoxicity counter-screen; KKLEB CF airway cells viability, ATPlite luminescence, overnight; active compounds read low; cells stimulated with P. aeruginosa culture filtrate; AID 602141; actives 0.36% (n = 360,000); activity change (cytotoxicity), % at 5 µM;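 active means corrected activity change at or below -50% at 5 µM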
TROY NFkB inh = TROY signaling inhibition; inhibition, % at 10 µM; Q293 LMP1-TROYcd NF-kB luciferase reporter, 4 h; actives 0.98% (n = 360,000); AID 1347056;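 active means compounds whose plate-normalised and pattern-corrected inhibition of the luciferase reporter signal at the single screening dose is 50% or more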
TWEAK Fn14 block = TWEAK-Fn14 signaling inhibition; TWEAK-stimulated Fn14 reporter cells, luciferase luminescence, 8 h; inhibition, % at 10 µM; actives 2% (n = 360,000); AID 1159606; in the data active means inhibition above about 50%
LMP1 NFkB inh = reduces LMP1-driven NF-kappaB luciferase signal; LMP1-induced NF-kappaB luciferase reporter cells, luminescence; inhibition, % at 12.5 µM; actives 0.69% (n = 350,000); AID 504558; in the data active means inhibition above about 41%;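 further: 0% = neutral control wells and 100% = reference inhibitor control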
SRC3 inh = inhibits human SRC3 coactivator. inhibition, % at 3.6 µM. AID 588352. actives 0.17% (n = 360,000). HEK293 GAL4-SRC3 luciferase reporter, luminescence. Q9Y6Q9;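 active means inhibition above a per-campaign cutoff, the mean of all compounds plus 3 SD, cut at about 60% in these data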;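 further: 0% = DMSO-treated cells and 100% = gossypol-treated cells at 36 µM; higher means less SRC3-driven luciferase light from the GAL4 reporter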
Shn3 3UTR inh = reduces Shn3 3'UTR luciferase signal in osteoblasts. Clone20 osteoblast Shn3 3'UTR firefly luciferase, 24 h. inhibition, % at 12.5 µM. actives 0.52% (n = 360,000). AID 588674;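 active means mean inhibition of at least 75% with every replicate also reaching 75%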;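 further: 0% = median of neutral control wells and 100% = pilot-screen positive control compound; some compounds past the cut are filed as inactive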
An asterisk follows results filed as active; . = no result given.

Screens in order: Shn3 3UTR inh | TROY NFkB inh | LRH-1 inv ag | CF NFkB inh | C8 TRAIL sens | KKLEB cytotox | SRC3 inh | TWEAK Fn14 block | LMP1 NFkB inh | NCOA1 inh | COUP-TFII inh
O=C(Nc1ccc(Br)cc1)N1CCCCC1
  -29 | -18 | -42 | -1 | 3 | 13 | -77 | -32 | -22 | -37 | -5
CCCS(=O)(=O)NCCc1cc2ccc(OC)cc2[nH]c1=O
  -27 | -18 | -52 | -38 | -4 | -2 | -19 | -19 | -3 | -18 | -27
CC(O)(c1ccc(F)c(F)c1)c1nc(-c2cnc3ccccc3c2)cs1 (stereo not given)
  16 | 30 | 15 | 31 | -1 | -20 | -7 | 55* | . | 8 | 26
O=C1c2ccccc2C(=O)N1c1ncccn1
  -7 | -1 | 16 | -10 | -7 | 6 | 3 | -11 | -1 | 4 | 0
O=C(/C=C/c1ccccc1)CC(O)(c1ccccc1)C(F)(F)C(F)F (stereo not given)
  25 | 64* | 23 | 23 | 20 | -34 | 34 | 69* | -2 | 14 | 3
CC(C)OC(=O)[C@H]1[C@H](c2ccc(Cl)cc2)[C@@](C#N)(C(N)=O)[C@@H]2C=CC(C(N)=O)=CN21
  -13 | 20 | -7 | 9 | -4 | -6 | 8 | -8 | 1 | 1 | .
COc1ccc(C(=O)NCc2nnc(SC)n2C2CCCCC2)cc1
  -28 | 1 | 1 | -41 | -6 | 3 | 13 | 1 | -3 | 8 | -13
CCn1c(CNc2ccc(OC)cc2)nnc1SCC(=O)N1CCCc2ccccc21
  -18 | 7 | 6 | 2 | 7 | 8 | -4 | -29 | 5 | -9 | 9
CCOc1cccc(C(=O)Nc2ccc3[nH]ncc3c2)c1
  -15 | -46 | -110 | -6 | 62* | -15 | -82 | -20 | -3 | -89 | -41
O=C(CN1CCN(c2ccccc2F)CC1)c1c[nH]c2ccc(F)cc12
  10 | -3 | 18 | 10 | -2 | 10 | -9 | 13 | 6 | -16 | -1
CSC1=C(C#N)C(CC(C)C)C(C(C)=O)=C(C)N1 (stereo not given)
  -15 | 10 | -1 | 0 | -8 | -11 | -6 | 4 | 0 | -7 | 10
Cc1nn(-c2ccccc2)c(C)c1-c1ccccc1O
  -7 | -11 | -8 | 11 | 0 | -2 | 5 | -12 | 2 | 1 | 0
COc1ccc(C(CC(=O)O)NC(=O)C(c2ccccc2)c2ccccc2)cc1 (stereo not given)
  3 | -7 | -8 | -2 | 0 | 2 | 2 | 5 | -3 | 3 | -5
CC1(C)CC(NC(=O)Cc2ccccc2)CC(C)(C)N1
  -1 | 20 | -9 | -14 | -18 | 2 | -7 | 12 | 3 | -2 | -8
CC(=O)OC(C(=O)Nc1nccs1)c1ccccc1 (stereo not given)
  -14 | -1 | -15 | -9 | -25 | 8 | 14 | -26 | -8 | -2 | 0
Cc1cccc(COc2ccccc2C(=O)N(C)CC(=O)Nc2cccc(F)c2)c1
  5 | 21 | -15 | 22 | 0 | -34 | 11 | -13 | -3 | -6 | -14
Fc1cccc(Cc2noc(CN3CCC(c4ccncc4)CC3)n2)c1
  37 | 6 | 10 | -1 | 24 | -12 | 13 | 10 | 1 | 15 | 32
CCOC(=O)c1ccc(NC(=S)N(CCCN2CCCCCC2)Cc2ccco2)cc1
  4 | 2 | -3 | 1 | -1 | 6 | 6 | -18 | 5 | -6 | -6
COC(=O)Cn1c(CN2CCc3ccccc3C2)nc2c1c(=O)n(C)c(=O)n2C
  20 | 3 | -9 | -76 | 17 | 14 | 9 | -15 | 6 | -23 | -11
O=C(Cc1cccs1)NCc1ccc(Cl)cc1
  2 | -15 | -8 | -25 | -4 | 4 | -20 | -4 | -4 | -15 | -2
Cc1ccccc1Cn1c(=O)n(-c2ccccc2)c(=O)c2ccc(C(=O)NCc3ccco3)cc21
  18 | 7 | 15 | 42 | 4 | -48 | 8 | -35 | -14 | -9 | -14
Nc1nc(-c2ccc3c(c2)OCCO3)c(CC(=O)O)s1
  -13 | 8 | -1 | -15 | -6 | 3 | -9 | 12 | -12 | -1 | -14
O=C(Cn1[nH]c(=O)c2ccccc2c1=O)Nc1cccnc1
  -5 | -4 | 11 | 13 | -8 | -5 | -36 | -2 | -4 | 8 | 5
O=C(NCc1ccccc1)C1=C[C@H](C2CC2)C[C@H](OCCCCO)O1
  6 | -11 | 5 | -8 | -7 | 4 | 5 | -5 | -7 | -1 | 4
Fc1cccc(Cc2noc(CN3CCCCC3c3ccccn3)n2)c1 (stereo not given)
  4 | -11 | -5 | 24 | -6 | 21 | 16 | 17 | -6 | -22 | -15
O=C(CN(Cc1ccccc1)C(=O)CCC(=O)Nc1nccs1)NCc1ccco1
  5 | -14 | 7 | 6 | -1 | 6 | -43 | -5 | 1 | 4 | -5
CCCN(C(=O)/C=C/c1ccc(S(=O)(=O)N(CC)CC)cc1)C1CCS(=O)(=O)C1 (stereo not given)
  11 | 12 | 25 | -2 | 0 | 22 | 20 | 17 | -1 | -5 | -1
O=C(O)c1ccccc1N(c1ccccc1)c1ccccc1
  -3 | 7 | -11 | 2 | 10 | 1 | 17 | -3 | . | -2 | -10
O=C(COC(=O)CCC(=O)c1ccc(F)cc1)NCc1ccccc1Cl
  -7 | -9 | 5 | -5 | -2 | -2 | 0 | 6 | -3 | -4 | 9
COc1cc(Cl)c(C)cc1NC(=O)COC(=O)c1ccc(CN2CCCC2=O)cc1
  2 | 17 | 16 | -5 | -10 | -8 | 2 | -39 | -21 | -2 | 6
COC(=O)C(C(=O)OC)C(c1ccccc1)C(C(=O)c1ccccc1)[N+](=O)[O-] (stereo not given)
  -4 | -3 | -5 | 3 | -18 | 12 | 26 | 0 | 5 | 3 | 0
CC(C)Cn1c(SCC(=O)N2CCc3ccccc3C2)nc(O)cc1=O
  -11 | 10 | 18 | -34 | 0 | 9 | -6 | 5 | -3 | 2 | 5
Cc1ccnc(NC(=O)c2ccco2)n1
  -6 | 16 | 3 | 14 | -4 | -1 | 0 | -14 | -6 | -15 | 5
COC(=O)c1cnn(-c2nc(-c3ccccc3)cs2)c1N
  -79 | -33 | -74 | -16 | -3 | -6 | -47 | 20 | -21 | -77 | -32
CCc1cccc(C)c1NC(=O)CN(C)Cc1ccccc1F
  -14 | 18 | 20 | -4 | 6 | 1 | 7 | 4 | 11 | 7 | 12
NC(=O)CC(NC(=O)Cc1cccc2ccccc12)c1ccc(NCC2CC2)c([N+](=O)[O-])c1 (stereo not given)
  8 | -13 | -31 | -19 | 15 | -10 | 1 | -7 | -5 | 4 | 7
O=C(Nc1nnc(-c2ccco2)o1)c1cccc2ccccc12
  14 | -10 | -8 | 0 | 22 | -17 | 2 | -13 | 12 | -16 | -7
CCOC(=O)c1c(C)[nH]c(C(=O)NCc2ccccn2)c1C
  -46 | -54 | -109 | -11 | 6 | 7 | -40 | 10 | -18 | -77 | -35
CCN(C[C@H]1N[C@@](Cc2ccccc2)(C(=O)OC)[C@H]2C(=O)N(C)C(=O)[C@@H]12)S(=O)(=O)c1ccc(C(F)(F)F)cc1
  17 | 6 | 13 | 7 | 19 | 10 | -2 | 15 | 3 | -19 | -12
CC(=O)N(Cc1cc(=O)[nH]c2ccccc12)c1ccc(C)cc1C
  -4 | -20 | 1 | 10 | 2 | -7 | 6 | 4 | 11 | 6 | 5
CC(C)(C)C(=O)COC(=O)c1ccc2c(c1)C(=O)N(Cc1ccco1)C2=O
  5 | -14 | -26 | -9 | -6 | -4 | 1 | 7 | -9 | 2 | 4
O=C(CSc1nc(C2CC2)nc2ccccc12)Nc1ccccc1N1CCOCC1
  14 | 10 | 7 | 35 | 1 | -20 | 13 | 41 | 9 | 8 | 14
CCOC(=O)CC1C(=O)NCCN1S(=O)(=O)c1ccc(OC)cc1 (stereo not given)
  15 | 19 | -3 | 9 | 5 | 2 | 11 | 2 | 3 | 17 | 4
O=C(CN(Cc1ccccc1)C(=O)CSc1nnc(COc2ccccc2)o1)NC1CCCC1
  -6 | 7 | 2 | 8 | 5 | -2 | 19 | -7 | 5 | -16 | 6
CC(/C=N/NC(=O)c1cccs1)=C\c1ccccc1
  -25 | -13 | -162 | -22 | 58* | -18 | -90 | 11 | -20 | -97 | -66
COCCOC(=O)C1=C(C)N=C2SCCC(=O)N2C1c1ccc(C(=O)OC)cc1 (stereo not given)
  4 | -30 | -1 | -11 | -7 | 3 | -5 | -2 | 7 | -6 | -5
CCOc1ccc(CN2CCNC(=O)C2CC(=O)NC2CCCCCC2)cc1 (stereo not given)
  -8 | 2 | -2 | 1 | -10 | 2 | 10 | 12 | -2 | -8 | 10
CC(C)CNS(=O)(=O)c1ccc(CCC(=O)NCc2cccnc2)cc1
  -4 | 7 | -6 | 0 | -7 | 1 | -1 | 0 | -2 | 1 | 2
O=C(Nc1ccc(Oc2ccccc2)cc1)c1ccc(Cn2c(=O)[nH]c3ccsc3c2=O)cc1
  12 | 14 | 7 | -21 | 17 | 30 | 11 | -78 | 0 | 0 | 8
Cc1ccccc1C(=O)Nc1ccc(N2CCCC2)cc1
  -13 | -34 | -46 | -27 | 2 | -14 | -18 | -17 | -19 | -66 | -8
CCOC(=O)CSCC(=O)Nc1ccc(S(=O)(=O)N2CCCCC2)cc1
  -9 | -8 | 1 | -11 | -3 | 5 | 2 | -1 | -8 | 2 | 10
O=C(c1cc(S(=O)(=O)N2CCC3(CC2)OCCO3)ccc1F)N1CCCCC1
  -6 | 6 | 10 | 9 | -9 | 4 | 3 | 0 | -2 | 14 | 8
COc1ccccc1NC(=O)C1=C(C)NC(SCC(=O)Nc2ccc(C(=O)O)cc2)=C(C#N)C1c1cccs1 (stereo not given)
  0 | -8 | -6 | -6 | -4 | -2 | 5 | -3 | 6 | 5 | -2
O=C(Nc1nnc(C(F)(F)F)s1)c1ccc(N2C(=O)C3C4C=CC(C4)C3C2=O)cc1 (stereo not given)
  -13 | -38 | 20 | -18 | -15 | 14 | -19 | -1 | -6 | -15 | -7
Cc1nnnn1-c1cccc(C(=O)O)c1
  -7 | -4 | 2 | -6 | 2 | -4 | 2 | -4 | -5 | 0 | 3
CC(C)(C)c1cc(C(=O)NCc2ccccc2)ccn1
  40 | 12 | -3 | 5 | 6 | 1 | 3 | 12 | 6 | 8 | 0
CC(=O)c1ccc(S(=O)(=O)Nc2ccc(C(=O)NCC(c3ccco3)N3CCCC3)cc2)cc1 (stereo not given)
  -6 | -12 | 21 | 4 | -2 | 4 | -1 | -1 | -3 | -3 | 9

This is a subset; the hit share may differ from the screen's.
